# Compound activity deposited in PubChem by several laboratories.
# S1P1 ag pot: S1P1 agonists and agonism potentiators, primary screen, cell-based, primary and confirmation screens, CRE-bla reporter | S1P1 CRE-bla cells, forskolin, beta-lactamase FRET, potentiator mode; S1P1 agonist co-added at EC20, 2 nM; 100% = saturating reference agonist, 0% = basal | Sphingosine 1-phosphate receptor 1 (Homo sapiens), P21453 | activation, % at 9.5 µM | 0.57% of 56,000 active;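 active means activation above a cutoff set at the mean activation of all tested compounds plus 3 SD, cut at about 54% in these data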;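 further: forskolin at 4 µM as EC80 and the EC20 agonist is SEW2871; 100% = SEW2871 at its EC100 plus forskolin at EC80; some compounds past the cut are filed as inactive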
# Target sequence (P21453 whole entry, looked up): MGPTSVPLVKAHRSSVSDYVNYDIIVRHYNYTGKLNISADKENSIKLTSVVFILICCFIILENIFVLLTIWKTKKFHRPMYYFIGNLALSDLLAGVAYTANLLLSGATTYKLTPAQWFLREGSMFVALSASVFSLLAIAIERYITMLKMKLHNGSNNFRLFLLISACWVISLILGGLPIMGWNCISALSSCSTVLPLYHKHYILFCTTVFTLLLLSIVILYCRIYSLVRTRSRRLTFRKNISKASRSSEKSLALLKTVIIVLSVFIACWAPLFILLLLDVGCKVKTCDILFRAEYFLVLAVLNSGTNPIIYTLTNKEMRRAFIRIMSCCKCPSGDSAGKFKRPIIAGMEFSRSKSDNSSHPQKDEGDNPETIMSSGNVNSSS
# HEK293 NFkB inh: inhibitors of PMA/ionomycin-induced NF-kB reporter, primary screen, antigen receptor NF-kB inhibitor project, cell-based, HEK-293 luciferase reporter, luminescence | inhibition, % at 3 µM | HEK-293 NF-kB luciferase reporter | AID 465, 2006 | 0.21% of 62,000 active;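 active means inhibition above the mean of all tested compounds plus 3 SD, cut at about 40% in these data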;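 further: 0% = stimulated DMSO wells and 100% = 10 µM reference inhibitor 5653914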
#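 Signal: luciferase luminescence; Material: HEK-293 cells with stable firefly luciferase reporter driven by four HIV NF-kB elements; Probe or stimulus: PMA with ionomycin; Replication: tested once; Times: 1 h compound pretreatment, then 16 h stimulation at 37 °C, 5% CO2; Benchmarks: DMSO and 10 µM reference inhibitor; Evaluation: per-plate % inhibition versus controls.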
# D1 allo mod: D1 CRE-luciferase signal change, two-sided – cell-based, HEK293 D1, dopamine EC30, D1 allosteric modulator project, primary screen; B-score at 10 µM; 5.9% of 58,000 active; dopamine EC30 potentiation; actives deviate in either direction; D(1A) dopamine receptor (Homo sapiens), P21728;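 active means luminescence count or its row- and column-corrected plate score outside the 99.7% band of the plate's sample wells, on either side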
# Target sequence (P21728 whole entry, looked up): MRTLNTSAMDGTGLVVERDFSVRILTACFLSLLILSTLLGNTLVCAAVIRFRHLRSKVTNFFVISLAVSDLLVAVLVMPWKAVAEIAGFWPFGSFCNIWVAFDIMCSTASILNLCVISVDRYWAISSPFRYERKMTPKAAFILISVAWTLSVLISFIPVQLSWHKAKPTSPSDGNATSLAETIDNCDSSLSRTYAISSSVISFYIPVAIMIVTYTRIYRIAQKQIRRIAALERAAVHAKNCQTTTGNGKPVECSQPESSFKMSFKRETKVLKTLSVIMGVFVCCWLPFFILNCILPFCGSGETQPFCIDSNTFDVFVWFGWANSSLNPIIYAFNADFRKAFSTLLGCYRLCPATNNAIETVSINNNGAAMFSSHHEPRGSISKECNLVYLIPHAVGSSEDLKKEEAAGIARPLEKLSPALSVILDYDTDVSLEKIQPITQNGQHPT
# S1P3 ag: human S1P3 receptor agonists, primary screen, cell-based, primary and confirmation, NFAT-BLA reporter | Sphingosine 1-phosphate receptor 3 (Homo sapiens), Q99500 | S1P3 NFAT-BLA reporter cells, agonism, FRET ratio; relative to 1 µM S1P, basal subtracted | activation, % at 4.5 µM | 0.1% of 60,000 active;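 active means activation above the screen-wide mean plus 3 SD, cut at about 4.5% in these data, passing the limit was not always enough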; further: some compounds called inactive have numbers as strong as hits
#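 Benchmarks: high control 1 µM S1P / System: stable CHO line with human S1P3, Gα16, NFAT-BLA reporter / Dosing: single compound concentration, 4.5 µM final / Timing: 4 h compound at 37 °C, 2 h substrate at RT / Measured by: FRET β-lactamase substrate fluorescence, excitation 405 nm, 460/535 nm emission ratio, background-subtracted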
# 5HT1a ag: human 5-HT1a receptor agonists, primary screen, cell-based, CHO, Ga15 NFAT-bla reporter; 5-hydroxytryptamine receptor 1A (Homo sapiens), P08908; CHO 5-HT1a Ga15 NFAT-bla reporter, FRET ratio; 0% basal, 100% maximal reference agonist; activation, % at 10 µM; 0.56% of 65,000 active;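 active means activation above the screen-wide mean activation plus 3 SD, cut at about 19% in these data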;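 further: 0% = DMSO wells and 100% = 5-CT at EC100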
# HTR1E antagonist: 5-HT1E receptor antagonists, primary screen, cell-based, HTS. CHO 5-HT1E Ga15 NFAT-bla reporter, FRET, antagonist. inhibition, % at 6 µM. 0.99% of 65,000 active. AID 571, 2007;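 active means inhibition above a set limit, the mean inhibition across every tested compound plus 3 SD, cut at about 29% in these data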;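 further: signal is the 460 over 535 nm emission ratio of beta-lactamase substrate; 0% = agonist plus DMSO wells and 100% = wells without agonist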
# 5HT1a antag: human 5-HT1a receptor antagonists, primary screen, cell-based, CHO, Ga15 NFAT-bla reporter; 5-hydroxytryptamine receptor 1A (Homo sapiens), P08908; CHO 5-HT1a Ga15 NFAT-bla reporter, antagonist mode; inhibition, % at 10 µM; 0.68% of 62,000 active; AID 612, 2007;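 active means inhibition above the mean of all tested compounds plus 3 SD, cut at about 43% in these data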;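 further: receptor stimulated by 5-CT agonist at 100 nM near EC80; beta-lactamase reporter measured by ratiometric fluorescence of a cleavable substrate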
# HTR1E agonist: 5-HT1E receptor agonists, primary screen, cell-based, HTS. 5-hydroxytryptamine receptor 1E (Homo sapiens), P28566. CHO 5-HT1E Ga15 NFAT-bla reporter, FRET; 0% DMSO wells, 100% control agonist wells. activation, % at 6 µM. 0.69% of 65,000 active. AID 574, 2007;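 active means activation above a set limit, the screen-wide mean activation plus 3 SD, cut at about 8.5% in these data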;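 further: 100% = positive control agonist at 1 µM giving full maximal response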
# Jurkat tox 60K: cytotoxicity toward Jurkat T cells, primary screen, cytotoxicity control, cell-based, Jurkat E6.1, 60K MLSMR library; AID 463, 2006; Jurkat E6.1 viability, ATP luminescence, 48 h; inhibition, % at 4 µM; 1.2% of 56,000 active;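 active means inhibition above the mean inhibition of all tested compounds plus 3 SD, cut at about 28% in these data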
# * marks the source's active call; other numbers are inactive results; . = no result given.
SMILES,S1P1 ag pot,HEK293 NFkB inh,D1 allo mod,S1P3 ag,5HT1a ag,HTR1E antagonist,5HT1a antag,HTR1E agonist,Jurkat tox 60K
COc1ccc(CN2CCN(C(=O)c3ccco3)CC2)cc1,-8,4,4.1*,1.1,-2.5,-12,4,2.3,5
O=C(CC1Oc2ccccc2NC1=O)NC1CC1 (stereo not drawn),-22,14,-0.33,-0.4,-4.8,0,21,0.2,2
CN1CCN(Cc2cc(=O)oc3ccc(Cl)cc23)CC1,4,6,1.2,-2.0,-1.0,2,7,1.0,3
COC(=O)c1sccc1NC(=O)c1ccoc1C,-32,6,0.52,-1.4,0.3,10,0,-0.3,0
COc1ccc(C2C3C(=O)N(Cc4ccccc4)C(=O)C3ON2c2ccccc2)c(OC)c1OC (stereo not drawn),10,2,-0.0021,-1.0,-4.1,-3,0,0.5,-1
COc1ccccc1-c1cc(N)n[nH]1,-9,8,-0.74,0.5,-3.4,-1,-1,-0.4,-3
CCS(=O)(=O)N1CCN(C(=O)CCC2CCCC2)CC1,.,12,.,-0.8,-1.0,9,8,-0.9,1
COC(=O)c1cc(=O)nc2sc3ccccc3n12,-6,13,0.22,-0.2,-3.4,5,10,-1.1,-3
Cc1ccc(C(c2nnnn2C(C)(C)C)N2CCN(C3CCCC3)CC2)cc1 (stereo not drawn),-19,3,-0.2,0.6,-4.0,-14,17,-0.8,0
CCOc1ccc(C(=O)NCCCn2ccnc2)cc1,.,12,-0.34,0.0,2.0,-10,-4,1.1,-2
O=S(=O)(c1ccc(Br)s1)N1CCN(c2ccccn2)CC1,.,15,0.86,0.4,-1.1,-6,-12,-0.5,-1
CCN(CC)/C(=N/O)NC(=O)NS(=O)(=O)c1ccc(C)cc1,-6,-7,0.17,-0.3,2.4,-2,-11,1.3,4
CCCOc1ccc(S(=O)(=O)n2cc(Br)c(=O)[nH]c2=O)cc1,10,20,.,-1.0,0.5,-1,-16,0.1,5
CCC(C)NC(=O)C(NS(=O)(=O)c1ccc2c(c1)c(=O)n(C)c(=O)n2C)c1ccccc1 (stereo not drawn),-14,9,-5.6*,1.0,-4.3,-7,9,0.8,2
CC1CCc2c(sc3ncnc(NCCN4CCOCC4)c23)C1 (stereo not drawn),-30,-2,.,0.0,3.2,0,2,1.1,-5

# A draw from above in order of heavy-atom count, ascending.
SMILES,S1P1 ag pot,HEK293 NFkB inh,D1 allo mod,S1P3 ag,5HT1a ag,HTR1E antagonist,5HT1a antag,HTR1E agonist,Jurkat tox 60K
COc1ccccc1-c1cc(N)n[nH]1,-9,8,-0.74,0.5,-3.4,-1,-1,-0.4,-3
CCOc1ccc(C(=O)NCCCn2ccnc2)cc1,.,12,-0.34,0.0,2.0,-10,-4,1.1,-2
O=S(=O)(c1ccc(Br)s1)N1CCN(c2ccccn2)CC1,.,15,0.86,0.4,-1.1,-6,-12,-0.5,-1
CCN(CC)/C(=N/O)NC(=O)NS(=O)(=O)c1ccc(C)cc1,-6,-7,0.17,-0.3,2.4,-2,-11,1.3,4
Cc1ccc(C(c2nnnn2C(C)(C)C)N2CCN(C3CCCC3)CC2)cc1 (stereo not drawn),-19,3,-0.2,0.6,-4.0,-14,17,-0.8,0

# Following part
SMILES,S1P1 ag pot,HEK293 NFkB inh,D1 allo mod,S1P3 ag,5HT1a ag,HTR1E antagonist,5HT1a antag,HTR1E agonist,Jurkat tox 60K
CCOC(=O)N1CCN(c2c(NCCCN(CC)c3cccc(C)c3)c(=O)c2=O)CC1,2,-2,.,-0.5,-3.3,-8,-9,-0.2,4
CN(C)c1cc[n+](Cc2ccccc2)cc1,-4,9,-1.1,0.4,0.3,-1,-9,0.2,20
COc1ccc(N=Cc2c(O)[nH]c3ccccc23)cc1OC,-18,-17,-2.2*,-1.5,1.0,-3,-29,1.4,39*
CN(CCNC(=O)C1CC(=O)N(C2CCCC2)C1)Cc1ccccc1 (stereo not drawn),10,1,-0.096,-0.1,-4.1,9,2,-1.6,-17
COc1ccc2cc3cc(C(=O)NCCN4CCN(c5ccccc5F)CC4)oc3nc2c1,10,22,-2.9,-1.7,5.4,3,71*,17*,-2
O=S(=O)(CCSc1nc2ccccc2o1)Cc1ccccc1,13,11,1,-0.6,-3.7,2,3,0.2,4
O=C(NCCc1ccco1)c1nn(Cc2ccccc2)c(=O)c2ccccc12,4,9,-2.5,0.7,1.7,-2,4,0.3,0
COc1ccc(C(=O)Nc2cccc3c2C(=O)NC3=O)cc1S(=O)(=O)N1CCOCC1,-29,0,1.4,1.0,-1.4,4,-10,-0.1,-11
CCn1c(=O)n(CC)c2cc(S(N)(=O)=O)c(C)cc21,-27,11,0.91,-0.3,0.9,3,0,-0.8,-7
Cc1nnc(SCC(=O)n2c3c(c4ccccc42)CCCC3)s1,.,-4,0.046,-1.0,2.5,4,-10,0.6,-1
COc1ccc(N(C)S(=O)(=O)c2c(C)[nH]c(=O)[nH]c2=O)cc1,-30,9,-0.18,-0.6,-2.9,-3,0,4.9,-2
CC(C)(C)n1ncc2c(=O)n(CC(=O)N3CCc4ccccc43)cnc21,2,10,.,-0.8,-1.5,-9,-2,-1.2,2
O=C1C2C3C=CC(C3)C2C(=O)N1CCCO (stereo not drawn),-8,11,0.5,0.5,-0.5,-5,-17,-0.3,-5
C=CCn1c(SCC(=O)NCc2ccco2)nnc1-c1ccc2ccccc2n1,-42,8,-0.21,0.4,-1.0,3,5,-0.1,0
CC(CCc1ccccc1)NC(=O)COC(=O)C1=COCCO1 (stereo not drawn),8,8,0.23,1.0,-3.4,6,-3,0.2,-3
O=C(O)CC(C(=O)N(c1ccccc1)c1ccccc1)N1CCOCC1 (stereo not drawn),0,.,0.025,-1.7,-0.8,1,.,0.0,.
C=CCNC(=O)COc1ccc(Br)cc1Cl,.,-5,1,-0.4,-1.6,-4,-6,0.8,-5
CCOC(=O)COc1cccc2c(=O)n(CC(=O)N3CCN(C(=O)OCC)CC3)ccc12,8,1,-0.35,-1.0,-1.4,-14,0,0.5,1
CC1Cc2cc(/C(O)=C3/C(=O)C(=O)N(CCCn4ccnc4)C3c3ccco3)ccc2O1 (stereo not drawn),-14,5,0.063,-0.2,-1.6,0,-5,0.8,2
CCc1nnc(NC(=O)C2CCN(c3nc(C)cc(C)n3)CC2)s1,-5,19,-0.79,0.0,-0.3,2,-4,0.1,8
COc1nc(OC)nc(N2CCC(C(=O)NC3CCCCCC3)CC2)n1,-17,16,-0.86,-0.7,-2.8,-19,2,-0.2,6
COc1cccc(OCC(=O)Nc2c(C(=O)Nc3ccc(OC)cc3OC)oc3ccccc23)c1,-28,8,-1.7,-0.5,-0.7,-12,-62,-0.2,-5
Cc1cc(C(=O)CSc2nnc(-c3cccnc3)n2-c2ccccc2F)c(C)n1C,101*,16,-1.4,-0.7,-2.0,17,8,-0.6,12
COc1ccccc1OCCC(=O)OCC(=O)NC(=O)NC(C)(C)C,.,20,-0.81,.,-1.0,3,-7,-1.6,.
CCCCc1ccc(-c2nc(N)n[nH]2)cc1,0,-10,-0.11,-0.9,-2.5,-7,2,-0.5,-3
O=c1[nH]c2ccccc2n1Cc1ccc(F)cc1,2,7,-0.46,-1.0,-1.8,4,-5,0.1,1
c1ccc(-c2nnc3n2NC(c2ccc4c(c2)OCO4)S3)cc1 (stereo not drawn),.,3,7.5*,-0.8,-2.3,6,4,0.8,1
Cc1noc(C)c1CSc1cc(C)c2ccccc2n1,32,12,1.4,-1.2,0.2,-9,12,0.9,6
O=C(CSC1=NCCS1)Nc1nc(-c2ccccc2)cs1,3,-2,2.1,0.5,-0.7,1,-5,-1.1,4
O=C(Nc1nc2ccccc2s1)c1ccc(Cl)s1,33,-78,-3.2,-0.6,-1.4,3,20,1.2,4

# 4 entries out of the list above, ordered by the number in 5HT1a antag, falling.
Structure,S1P1 ag pot,HEK293 NFkB inh,D1 allo mod,S1P3 ag,5HT1a ag,HTR1E antagonist,5HT1a antag,HTR1E agonist
Cc1cc(C(=O)CSc2nnc(-c3cccnc3)n2-c2ccccc2F)c(C)n1C,101*,16,-1.4,-0.7,-2.0,17,8,-0.6
c1ccc(-c2nnc3n2NC(c2ccc4c(c2)OCO4)S3)cc1 (stereo not drawn),.,3,7.5*,-0.8,-2.3,6,4,0.8
CC1Cc2cc(/C(O)=C3/C(=O)C(=O)N(CCCn4ccnc4)C3c3ccco3)ccc2O1 (stereo not drawn),-14,5,0.063,-0.2,-1.6,0,-5,0.8
C=CCNC(=O)COc1ccc(Br)cc1Cl,.,-5,1,-0.4,-1.6,-4,-6,0.8

# Other results:
SMILES,S1P1 ag pot,HEK293 NFkB inh,D1 allo mod,S1P3 ag,5HT1a ag,HTR1E antagonist,5HT1a antag,HTR1E agonist,Jurkat tox 60K
Cc1cc(C)nc(SCC(=O)NC2=NC(=O)C(C)S2)n1 (stereo not drawn),-5,17,0.58,-0.7,-3.5,8,-3,0.3,4
O=C(CN1C(=O)NC2(CCCCCCC2)C1=O)NC(=O)NCc1ccco1,-7,-1,-0.019,-0.8,0.8,4,-2,0.7,2
COc1ccc(CNc2nc(-c3cccnc3)nn2C(=O)c2ccco2)cc1,.,8,.,-0.7,0.8,10,0,1.0,-5
CC1CN(CC(O)COc2ccccc2C(C)(C)C)CC(C)O1 (stereo not drawn),-20,1,-1.3,0.5,-2.5,-3,2,-1.4,13
CC(=O)c1sc2nc(-c3cccs3)cc(C(F)(F)F)c2c1N,36,13,5.9*,-0.8,-2.6,3,15,0.3,1
Cn1c(=O)[nH]c(=O)c2c1nc(N1CCCC1)n2CC(O)COc1ccccc1 (stereo not drawn),-1,5,.,0.2,0.8,-2,-9,0.9,1
c1ccc2c(c1)CCN(c1nc3cc4c(cc3s1)OCCO4)C2,8,-29,-6.1*,0.8,-2.1,2,12,-0.5,7
COC(=O)Nc1sc2c(c1C(=O)N1CCOCC1)CCC(C)C2 (stereo not drawn),-8,7,0.56,-0.4,0.5,3,-3,1.3,-3
O=C(NCc1ccco1)c1ccc(=O)[nH]n1,15,.,.,-5.3,-0.2,9,.,-1.0,.

# This is a random part of the collection (roughly 8.3% active in at least one column).
